CCR6 antag = blocks CCL20-driven beta-arrestin recruitment at human CCR6; P51684; CHO-K1 CCR6 PathHunter beta-arrestin, luminescence, CCL20-stimulated; inhibition, % at 20 µM; 340,000 tested, 0.49% active;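 active = compounds whose inhibition of the agonist-driven luminescence signal at 20 µM reaches about 50%, limit read from the data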;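 note: cells stimulated with CCL20 at 14 nM final; plate controls were DMSO with CCL20 for no effect and DMSO without agonist for full effect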
Target sequence (P51684 whole entry, looked up): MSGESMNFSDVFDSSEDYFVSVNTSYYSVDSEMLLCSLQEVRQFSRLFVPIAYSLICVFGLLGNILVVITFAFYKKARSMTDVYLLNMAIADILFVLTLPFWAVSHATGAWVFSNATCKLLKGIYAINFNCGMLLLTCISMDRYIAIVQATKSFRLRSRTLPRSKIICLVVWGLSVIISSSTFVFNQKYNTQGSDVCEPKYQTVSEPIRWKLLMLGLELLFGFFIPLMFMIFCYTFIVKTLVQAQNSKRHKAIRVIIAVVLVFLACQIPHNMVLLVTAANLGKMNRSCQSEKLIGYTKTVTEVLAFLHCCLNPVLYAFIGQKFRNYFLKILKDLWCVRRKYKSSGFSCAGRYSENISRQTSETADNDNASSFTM
Jurkat NFkB inh = inhibitors of the PMA/ionomycin-induced NF-kB reporter in Jurkat cells | PMA/ionomycin-induced NF-kB luciferase reporter, luminescence | AID 435003 | inhibition, % at 4 µM | 330,000 tested, 0.53% active
Apaf1 inhib = blocks human Apaf-1 apoptosome activity; O14727; reconstituted apoptosome caspase-3 activity, DEVD-Rh110 fluorescence; inhibition, % at 20 µM; 330,000 tested, 0.71% active; active = inhibition of at least 40% at 20 µM;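 note: plate controls were DMSO wells for no effect and DEVD-CHO caspase inhibitor wells for full effect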
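Assay system: Apoptosome proteins | Medium: pH 7.5 Hepes buffer with CHAPS, BSA, DTT | Also added: Cytochrome c and DEVD-Rh110 substrate | Times: 30 min plus 50 min, RT | Detection: Rhodamine 110 fluorescence at Ex 480/Em 540 nm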
Gli-Sufu antag = antagonists of Gli-Sufu signaling. Sufu-KO-LIGHT fibroblasts, Gli luciferase reporter luminescence. inhibition, % at 5 µM. 340,000 tested, 0.74% active;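 active = inhibition above about 55%, limit read from the data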;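 note: 0% = DMSO-treated cells and 100% = wells with medium but no cells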
697 NFkB inh = inhibitors of the PMA/ionomycin-induced NF-kB reporter in 697 B cells. 697 B-cell NF-kB luciferase reporter, 16 h. inhibition, % at 4 µM. 330,000 tested, 0.33% active. AID 435022; in the data active = inhibition above about 35%
SENP8 inh = inhibitors of human SENP8 protease | Q96LD8 | purified SENP8, Z-RLRGG-aminoluciferin cleavage, luminescence | inhibition, % at 10 µM | 330,000 tested, 1.2% active | AID 2540
Target sequence (Q96LD8 whole entry, looked up): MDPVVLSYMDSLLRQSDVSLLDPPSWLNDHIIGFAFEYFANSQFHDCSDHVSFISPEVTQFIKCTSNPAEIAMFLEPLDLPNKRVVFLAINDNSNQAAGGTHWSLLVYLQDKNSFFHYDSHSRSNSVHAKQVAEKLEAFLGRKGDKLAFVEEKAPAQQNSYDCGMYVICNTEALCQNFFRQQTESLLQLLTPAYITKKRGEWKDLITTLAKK
UBC13 inh = inhibitors of human UBC13 polyubiquitin chain formation; TR-FRET; AID 485273; P61088; 330,000 tested, 0.47% active; inhibition, % at 20 µM; in the data active = inhibition above about 45%, passing the limit was not always enough
EBI2 block = EBI2 (human) antagonism; inhibition, % at 5 µM; AID 651636; EBI2 beta-arrestin recruitment, luminescence, 7a,25-OHC stimulated; 360,000 tested, 0.81% active; in the data active = inhibition above about 38%;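 note: enzyme fragment complementation signal reports receptor beta-arrestin coupling in cells; 0% = agonist plus DMSO wells and 100% = wells without agonist; some results beyond the cut were filed as inactive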
Target sequence (P32249 whole entry, looked up, the tested form may be a part): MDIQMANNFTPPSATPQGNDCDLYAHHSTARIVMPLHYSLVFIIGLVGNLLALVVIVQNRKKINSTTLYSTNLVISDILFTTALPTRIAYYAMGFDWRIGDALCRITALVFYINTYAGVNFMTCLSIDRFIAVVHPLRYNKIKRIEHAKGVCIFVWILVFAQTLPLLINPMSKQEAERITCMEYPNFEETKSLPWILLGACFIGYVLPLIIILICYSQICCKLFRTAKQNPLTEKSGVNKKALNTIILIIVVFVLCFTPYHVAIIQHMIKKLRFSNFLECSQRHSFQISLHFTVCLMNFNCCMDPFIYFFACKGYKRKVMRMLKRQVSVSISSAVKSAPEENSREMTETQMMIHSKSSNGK
* marks the source's active call; other numbers are inactive results. Cut-off read from the data, not from the text of the source, unless noted: active = inhibition above about 50%; inactive = the rest.

Results for CCOC(=O)c1c(NC(=O)CC)sc(C(=O)NC2CCCC2)c1C ?
CCR6 antag: 4; Jurkat NFkB inh: -31; Apaf1 inhib: 9; Gli-Sufu antag: -9; 697 NFkB inh: -35; SENP8 inh: -12; UBC13 inh: -7; EBI2 block: -13

What do the screens show for `COc1cc(NC(=S)NCc2ccco2)cc(OC)c1`?
CCR6 antag: 10; Jurkat NFkB inh: 4; Apaf1 inhib: 8; Gli-Sufu antag: -4; 697 NFkB inh: 4; SENP8 inh: -3; UBC13 inh: 1; EBI2 block: -2

Results for FC(F)(F)c1cccc(Cn2nnnc2-c2ccc(Cl)cc2)c1 ?
CCR6 antag: 12; Jurkat NFkB inh: -8; Apaf1 inhib: 20; Gli-Sufu antag: 8; 697 NFkB inh: -5; SENP8 inh: -7; UBC13 inh: -6; EBI2 block: 28

How did CCOC(=O)c1cc(-c2ccccc2)sc1NC(=O)CSc1nncs1 do in these assays?
CCR6 antag: 5; Jurkat NFkB inh: 3; Apaf1 inhib: 11; Gli-Sufu antag: 0; 697 NFkB inh: 17; SENP8 inh: 1; UBC13 inh: -1; EBI2 block: 12

What do the screens show for `CC(OC(=O)CSc1ccc([N+](=O)[O-])cc1)C(=O)NC1CC1` (stereo not drawn)?
CCR6 antag: -1; Jurkat NFkB inh: 2; Apaf1 inhib: -3; Gli-Sufu antag: 0; 697 NFkB inh: 17; SENP8 inh: -4; UBC13 inh: -10; EBI2 block: -2

What do the screens show for `CC1=C(C#N)C(Nc2ccc(Cl)cn2)(C(F)(F)F)C(=O)N1` (stereo not drawn)?
CCR6 antag: -6; Jurkat NFkB inh: 6; Apaf1 inhib: -2; Gli-Sufu antag: 3; 697 NFkB inh: 18; SENP8 inh: 5; UBC13 inh: 3; EBI2 block: -10

Results for Cc1cc(C)n(C(=O)c2ccc(C)c(S(=O)(=O)N3CCCCC3)c2)n1 ?
CCR6 antag: 10; Jurkat NFkB inh: -4; Apaf1 inhib: -3; Gli-Sufu antag: 3; 697 NFkB inh: 10; SENP8 inh: 5; UBC13 inh: 8; EBI2 block: -7

What do the screens show for `CCCCCCCCCCCCN1[C@@H](CC(=O)OC)c2cc(C(F)(F)F)ccc2S1(=O)=O`?
CCR6 antag: 16; Jurkat NFkB inh: 20; Apaf1 inhib: 12; Gli-Sufu antag: 12; 697 NFkB inh: 7; SENP8 inh: 4; UBC13 inh: -12; EBI2 block: -5

What do the screens show for `O=C(Nc1ccc(Oc2cccnc2)cc1)C1CCN(Cc2ccc(F)cc2)CC1`?
CCR6 antag: 12; Jurkat NFkB inh: 27; Apaf1 inhib: 4; Gli-Sufu antag: 16; 697 NFkB inh: 4; SENP8 inh: -18; UBC13 inh: -13; EBI2 block: -8

Results for CCCN(CCC)CCNS(=O)(=O)c1ccc2c(c1)CCN2C(=O)C1CCC1 ?
CCR6 antag: 13; Jurkat NFkB inh: -5; Apaf1 inhib: -4; Gli-Sufu antag: 12; 697 NFkB inh: -39; SENP8 inh: 8; UBC13 inh: -3; EBI2 block: -7

How did COC(=O)CS(=O)(=O)c1cc([N+](=O)[O-])ccc1NC(=O)OC do in these assays?
CCR6 antag: 12; Jurkat NFkB inh: 3; Apaf1 inhib: -8; Gli-Sufu antag: -8; 697 NFkB inh: 14; SENP8 inh: 0; UBC13 inh: 3; EBI2 block: -9

Results for O=C1c2cccc3cccc(c23)C(=O)N1c1ccccn1 ?
CCR6 antag: 5; Jurkat NFkB inh: 3; Apaf1 inhib: -7; Gli-Sufu antag: -5; 697 NFkB inh: 2; SENP8 inh: 0; UBC13 inh: 7; EBI2 block: -4

Results for Cc1cccc(OCc2nn[nH]n2)c1C ?
CCR6 antag: 10; Jurkat NFkB inh: 13; Apaf1 inhib: -14; Gli-Sufu antag: 7; 697 NFkB inh: 7; SENP8 inh: -1; UBC13 inh: 9; EBI2 block: -2

What do the screens show for `O=C(c1ccccn1)N(c1ccccc1)C1(C(=O)NC2CCCCC2)CCCCC1`?
CCR6 antag: 0; Jurkat NFkB inh: -5; Apaf1 inhib: 7; Gli-Sufu antag: 2; 697 NFkB inh: -23; SENP8 inh: 9; UBC13 inh: -9; EBI2 block: -1

Results for C=CCc1cccc2cc(C(=O)Nc3ccc(NC(C)=O)cc3)c(=O)oc12 ?
CCR6 antag: 9; Jurkat NFkB inh: -2; Apaf1 inhib: -23; Gli-Sufu antag: -8; 697 NFkB inh: 9; SENP8 inh: 0; UBC13 inh: 0; EBI2 block: 0

Results for CC1(C)CC(NC(=O)COc2ccc3c4c(c(=O)oc3c2)CCCC4)CC(C)(C)N1 ?
CCR6 antag: 21; Jurkat NFkB inh: -30; Apaf1 inhib: 5; Gli-Sufu antag: 32; 697 NFkB inh: 7; SENP8 inh: -2; UBC13 inh: 16; EBI2 block: -12

What do the screens show for `CSc1ncccc1C(=O)OCc1ccccc1F`?
CCR6 antag: 18; Jurkat NFkB inh: -26; Apaf1 inhib: 6; Gli-Sufu antag: -19; 697 NFkB inh: -16; SENP8 inh: 50*; UBC13 inh: 15; EBI2 block: 6

Results for O=c1[nH]c(C2CCCN(S(=O)(=O)c3ccccc3Cl)C2)nc2c1nnn2Cc1ccc2c(c1)OCCO2 (stereo not drawn) ?
CCR6 antag: 16; Jurkat NFkB inh: -8; Apaf1 inhib: 25; Gli-Sufu antag: -5; 697 NFkB inh: -38; SENP8 inh: -3; UBC13 inh: -8; EBI2 block: 6

Results for Nc1nc(Nc2ccc(Cl)cc2)nc(NCc2ccco2)c1[N+](=O)[O-] ?
CCR6 antag: 19; Jurkat NFkB inh: -75; Apaf1 inhib: 12; Gli-Sufu antag: -17; 697 NFkB inh: -80; SENP8 inh: -5; UBC13 inh: 3; EBI2 block: 24

Results for O=C(CCCc1ccccc1)NCc1cn2ccsc2n1 ?
CCR6 antag: 9; Jurkat NFkB inh: -15; Apaf1 inhib: 2; Gli-Sufu antag: -5; 697 NFkB inh: -9; SENP8 inh: -10; UBC13 inh: 0; EBI2 block: -3

Some of these compounds in order of length of the SMILES, low to high:
Results for O=C1c2cccc3cccc(c23)C(=O)N1c1ccccn1 ?
CCR6 antag: 5; Jurkat NFkB inh: 3; Apaf1 inhib: -7; Gli-Sufu antag: -5; 697 NFkB inh: 2; SENP8 inh: 0; UBC13 inh: 7; EBI2 block: -4

How did CCOC(=O)c1cc(-c2ccccc2)sc1NC(=O)CSc1nncs1 do in these assays?
CCR6 antag: 5; Jurkat NFkB inh: 3; Apaf1 inhib: 11; Gli-Sufu antag: 0; 697 NFkB inh: 17; SENP8 inh: 1; UBC13 inh: -1; EBI2 block: 12

Results for Nc1nc(Nc2ccc(Cl)cc2)nc(NCc2ccco2)c1[N+](=O)[O-] ?
CCR6 antag: 19; Jurkat NFkB inh: -75; Apaf1 inhib: 12; Gli-Sufu antag: -17; 697 NFkB inh: -80; SENP8 inh: -5; UBC13 inh: 3; EBI2 block: 24

(further entries)
How did CC(=O)Nc1ccc(S(=O)(=O)N2CCN=C2SCc2cccc(C)c2)cc1 do in these assays?
CCR6 antag: 4; Jurkat NFkB inh: 19; Apaf1 inhib: 6; Gli-Sufu antag: -1; 697 NFkB inh: -38; SENP8 inh: 1; UBC13 inh: 6; EBI2 block: 8

Results for O=[N+]([O-])c1ncccc1OCc1ccc(Br)cc1F ?
CCR6 antag: -10; Jurkat NFkB inh: -8; Apaf1 inhib: 1; Gli-Sufu antag: 29; 697 NFkB inh: 0; SENP8 inh: 0; UBC13 inh: -2; EBI2 block: -12

Results for Cc1ccc(S(=O)(=O)CC(=O)N(CCCN2CCOCC2)c2nc3c(F)cccc3s2)cc1 ?
CCR6 antag: 9; Jurkat NFkB inh: -48; Apaf1 inhib: 11; Gli-Sufu antag: -5; 697 NFkB inh: -1; SENP8 inh: -7; UBC13 inh: 8; EBI2 block: -2

How did COc1cc(C(=O)NNC(=O)c2n[nH]c3ccccc23)cc(OC)c1OC do in these assays?
CCR6 antag: 0; Jurkat NFkB inh: -14; Apaf1 inhib: 5; Gli-Sufu antag: 0; 697 NFkB inh: 12; SENP8 inh: -7; UBC13 inh: 10; EBI2 block: -14

Results for COCCn1c(C23CC4CC(CC(C4)C2)C3)n[nH]c1=S ?
CCR6 antag: -10; Jurkat NFkB inh: 12; Apaf1 inhib: 8; Gli-Sufu antag: 3; 697 NFkB inh: 10; SENP8 inh: 0; UBC13 inh: 4; EBI2 block: 20

How did CCCn1c(=S)[nH]c2cc(C(=O)N3CCN(C4CCCCC4)CC3)ccc2c1=O do in these assays?
CCR6 antag: 22; Jurkat NFkB inh: -2; Apaf1 inhib: 9; Gli-Sufu antag: -2; 697 NFkB inh: 2; SENP8 inh: 2; UBC13 inh: 14; EBI2 block: 25

How did CC(C)(CO)Nc1nc(Cl)nc(NC2CCCCC2)n1 do in these assays?
CCR6 antag: -4; Jurkat NFkB inh: 10; Apaf1 inhib: 13; Gli-Sufu antag: 3; 697 NFkB inh: -5; SENP8 inh: -2; UBC13 inh: -10; EBI2 block: -10

Results for CCOC(=O)CSc1nc(-c2ccccc2)nc2ccccc12 ?
CCR6 antag: 11; Jurkat NFkB inh: 5; Apaf1 inhib: 11; Gli-Sufu antag: 4; 697 NFkB inh: -12; SENP8 inh: -2; UBC13 inh: 13; EBI2 block: -3

Results for CC1(C)CC(=O)C2=C(C1)c1c(ccc3ccccc13)NC2c1ccc(C(=O)O)cc1 (stereo not drawn) ?
CCR6 antag: 2; Jurkat NFkB inh: -20; Apaf1 inhib: 9; Gli-Sufu antag: -19; 697 NFkB inh: -26; SENP8 inh: 4; UBC13 inh: 5; EBI2 block: 4

How did CCOc1ccccc1-c1n[nH]c(=S)o1 do in these assays?
CCR6 antag: -6; Jurkat NFkB inh: -9; Apaf1 inhib: 2; Gli-Sufu antag: 4; 697 NFkB inh: -17; SENP8 inh: -5; UBC13 inh: 14; EBI2 block: 4

What do the screens show for `O=C(NC1CCCC1)c1ccccc1-c1nc2ccccc2[nH]1`?
CCR6 antag: -16; Jurkat NFkB inh: 14; Apaf1 inhib: -8; Gli-Sufu antag: 36; 697 NFkB inh: 13; SENP8 inh: -1; UBC13 inh: 7; EBI2 block: 2

Results for O=C(COC(=O)COc1ccccc1F)NC1CC1 ?
CCR6 antag: 3; Jurkat NFkB inh: -136; Apaf1 inhib: -9; Gli-Sufu antag: -5; 697 NFkB inh: 12; SENP8 inh: 10; UBC13 inh: 0; EBI2 block: 1

Results for O=C(c1cnn(-c2ccccc2)c1)c1cc(F)ccc1O ?
CCR6 antag: 9; Jurkat NFkB inh: -40; Apaf1 inhib: 8; Gli-Sufu antag: 21; 697 NFkB inh: -44; SENP8 inh: 30; UBC13 inh: 1; EBI2 block: 5

What do the screens show for `COc1ccccc1CNC(=O)c1cn(C)c(=O)c2cc(OC)c(OC)cc12`?
CCR6 antag: 4; Jurkat NFkB inh: -4; Apaf1 inhib: 4; Gli-Sufu antag: 3; 697 NFkB inh: 19; SENP8 inh: 1; UBC13 inh: 3; EBI2 block: 1

How did CNC(=S)N/N=C/c1c2ccccc2c(Cl)c2ccccc12 do in these assays?
CCR6 antag: 16; Jurkat NFkB inh: -16; Apaf1 inhib: 17; Gli-Sufu antag: -16; 697 NFkB inh: -7; SENP8 inh: -6; UBC13 inh: 5; EBI2 block: 2

What do the screens show for `CC(=O)C(Cc1ccccc1)NC(=O)CN1CCN(Cc2ccccc2)CC1` (stereo not drawn)?
CCR6 antag: 18; Jurkat NFkB inh: 1; Apaf1 inhib: 17; Gli-Sufu antag: 10; 697 NFkB inh: -18; SENP8 inh: -11; UBC13 inh: -4; EBI2 block: -3

How did Cc1ccc(CNC(=O)NC2CCCCC2)cc1 do in these assays?
CCR6 antag: -5; Jurkat NFkB inh: -13; Apaf1 inhib: 0; Gli-Sufu antag: -32; 697 NFkB inh: 2; SENP8 inh: 0; UBC13 inh: 0; EBI2 block: -12

How did COc1ccccc1CNC(=O)COC(=O)C1CCN(S(=O)(=O)c2ccc(C)c(C)c2)CC1 do in these assays?
CCR6 antag: 4; Jurkat NFkB inh: -8; Apaf1 inhib: 22; Gli-Sufu antag: -3; 697 NFkB inh: -19; SENP8 inh: -11; UBC13 inh: -13; EBI2 block: -1

An excerpt; rates above refer to the full screens.
